MC4R ag barr = MC4R agonists recruiting beta-arrestin, primary screen, cell-based, luminescence, agonist arm of biased-ligand search | activation, % at 8.9 µM | Melanocortin receptor 4 (Homo sapiens), P32245 | 360,000 tested, 0.98% active | U2OS MC4R beta-arrestin complementation; percent of melanotan II response, DMSO zero;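 active = activation above a per-plate cutoff, the mean activation of sample wells on that plate plus 3 SD, cut at about 8% in these data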
Target sequence (P32245 whole entry, looked up): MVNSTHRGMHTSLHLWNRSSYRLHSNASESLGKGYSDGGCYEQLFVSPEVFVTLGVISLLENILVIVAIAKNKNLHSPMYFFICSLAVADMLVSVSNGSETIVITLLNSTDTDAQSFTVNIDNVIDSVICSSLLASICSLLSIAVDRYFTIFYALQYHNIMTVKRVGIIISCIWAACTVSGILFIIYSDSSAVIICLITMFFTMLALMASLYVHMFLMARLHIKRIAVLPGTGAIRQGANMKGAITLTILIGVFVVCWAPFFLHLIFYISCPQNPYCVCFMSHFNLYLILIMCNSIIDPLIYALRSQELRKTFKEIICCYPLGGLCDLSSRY
MC4R antagonist = MC4R antagonists of cAMP signaling, primary screen, cell-based, TR-FRET, antagonist arm of biased-ligand search; MC4R-expressing cells, MTII-stimulated cAMP, LANCE TR-FRET; inhibition, % at 6.5 µM; 360,000 tested, 0.48% active;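 active = inhibition above its plate's cutoff, the mean of tested wells on that plate plus 3 SD, cut at about 29% in these data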;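 note: 0% = Melanotan II alone and 100% = Melanotan II plus saturating MCL0020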
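Assay system: human MC4R-expressing U2OS cells; reagent: Melanotan II stimulation of cells; dosing: 6.5 µM single dose; timing: compound 30 min, challenge 1 h, detection 1 h; signal: TR-FRET cAMP assay; replicates: one well per compound, no replicates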
ABHD5-PLIN5 inh = ABHD5-PLIN5 interaction inhibitors, primary screen, cell lysate, split luciferase complementation, luminescence | Perilipin-5 (Homo sapiens) + 1-acylglycerol-3-phosphate O-acyltransferase ABHD5 (Homo … | Split G. princeps luciferase complementation, 4 h | inhibition, % at 4 µM | 360,000 tested, 0.78% active | AID 602281, 2012;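 active = inhibition above the mean inhibition across every tested compound plus 3 SD, cut at about 22% in these data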;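 note: 0% = DMSO only wells and the 100% control is not disclosed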
ABCB6 inh 2 = ABCB6 transporter inhibitors, primary screen, K562-ABCB6 cells, flow cytometry, MLPCN library; fluorescence ratio to DMSO, % at 10 µM; K562-ABCB6 porphyrin accumulation, 1 h; active compounds read low; 360,000 tested, 0.19% active; ATP-binding cassette sub-family B member 6 (Homo sapiens), Q9NP58;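 active = fluorescence ratio to DMSO below 75%, the collection mean minus 3 SD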;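 note: signal is porphyrin accumulated inside mitochondria; 100% equals median channel fluorescence of DMSO control wells; lower ratio means ABCB6 inhibition with less porphyrin fluorescence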
TLR9-MyD88 inh = inhibitors of TLR9-MyD88 association in cells, primary screen, cell-based, CHO, BLA complementation, fluorescence | CCF4 FRET ratio | inhibition, % at 4.98 µM | 340,000 tested, 0.21% active;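 active = inhibition above the mean over all tested compounds plus 3 SD, cut at about 21% in these data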;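 note: 0% = DMSO only wells and 100% = clavulanate BLA inhibitor control wells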
Glyco luc inh = increase of ERlucT glycosylation luciferase signal, primary screen, N-linked glycosylation inhibitor project, D54 ERlucT cells, luminescence, set 2. reporter increase, % at 12.5 µM. 360,000 tested, 0.23% active. D54 ERlucT glycosylation luciferase reporter, 24 h; percent of 100 nM tunicamycin response;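 active = mean luciferase reporter signal, scaled so untreated is 0 and the glycosylation-blocking control 100, at or above a set limit in every replicate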;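 note: luciferase carries N-glycosylation sites so blocking glycosylation raises the light; 0% = median of neutral control wells and 100% = median of 100 nM tunicamycin wells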
HTR2A ag = mouse Htr2a agonists via beta-arrestin recruitment, primary screen, cell-based, luminescence | 5-hydroxytryptamine receptor 2A (Mus musculus), P35363 | CHO-K1 mHTR2A beta-arrestin complementation; percent of 30 µM serotonin response | activation, % at 7.6 µM | 360,000 tested, 0.66% active | AID 624169, 2012;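 active = activation above a run cutoff, the mean activation of all tested compounds plus 3 SD, cut at about 14% in these data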;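 note: 0% = plate median of compound wells and 100% = 30 µM serotonin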
NOD2-RIPK2 inh = NOD2-RIPK2 binding disruptors in cells, primary screen, fluorescence, CHO cells, BLA complementation; Receptor-interacting serine/threonine-protein kinase 2 (Homo sapiens), O43353; CCF4 ratio; inhibition, % at 4.98 µM; 360,000 tested, 0.38% active; AID 624267, 2012; in the data active = inhibition above about 21%;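 note: 0% = vehicle only and 100% = reference blocker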
Target sequence (O43353 whole entry, looked up): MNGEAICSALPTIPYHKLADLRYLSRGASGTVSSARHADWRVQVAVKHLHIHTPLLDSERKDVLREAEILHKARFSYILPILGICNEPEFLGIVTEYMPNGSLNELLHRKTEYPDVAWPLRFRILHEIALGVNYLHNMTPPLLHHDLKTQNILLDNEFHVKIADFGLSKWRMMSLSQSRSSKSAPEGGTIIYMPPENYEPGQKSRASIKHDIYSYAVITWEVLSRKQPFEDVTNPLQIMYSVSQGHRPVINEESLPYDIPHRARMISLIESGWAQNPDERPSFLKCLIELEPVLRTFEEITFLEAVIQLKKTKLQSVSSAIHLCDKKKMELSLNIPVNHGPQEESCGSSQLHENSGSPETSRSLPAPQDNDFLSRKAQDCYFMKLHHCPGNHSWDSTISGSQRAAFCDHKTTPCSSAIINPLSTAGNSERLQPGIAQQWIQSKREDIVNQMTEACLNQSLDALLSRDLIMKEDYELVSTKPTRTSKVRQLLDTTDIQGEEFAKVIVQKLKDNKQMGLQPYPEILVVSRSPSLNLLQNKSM
SRC2 inh = inhibition of GAL4-SRC2 driven luciferase reporter, primary screen, SRC2 inhibitor project, cell-based, luminescence. Nuclear receptor coactivator 2 (Homo sapiens), Q15596. HEK293 GAL4-SRC2 luciferase reporter. inhibition, % at 9 µM. 370,000 tested, 0.17% active;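 active = inhibition above the mean inhibition of all tested compounds plus 3 SD, set per campaign, cut at about 52% in these data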;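 note: 0% = DMSO treated cells and 100% = cells given Gossypol at 36 µM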
H9c2 protect = cardioprotection against H2O2-induced cell death, primary screen, uHTS, H9c2 cells, ATPLite luminescence; protection from H2O2 cell death, % at 20 µM; H9c2 cardiomyocytes, H2O2 injury protection, 2 h; 360,000 tested, 0.63% active;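 active = compounds giving at least 50% protection of heart cells from peroxide-induced death in the single-dose screen, raw or plate-pattern-corrected value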;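 note: 0% = DMSO wells with peroxide and 100% = DMSO wells without peroxide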
An asterisk follows results filed as active; · = no result given. An excerpt. The share of hits here may be higher or lower than overall.

SMILES	MC4R ag barr	MC4R antagonist	ABHD5-PLIN5 inh	ABCB6 inh 2	TLR9-MyD88 inh	Glyco luc inh	HTR2A ag	NOD2-RIPK2 inh	SRC2 inh	H9c2 protect
CC(C)CCOc1cccc(OCC(=O)Nc2ccncc2)c1	1.3	4	-13	87	-4	2	4	1	34	-16
Cc1ccccc1-n1c(O)cc(=O)[nH]c1=S	-1.6	12	-6	92	-1	2	-1	-3	16	-1
Fc1ccccc1N1CCN(CC2CC3C=CC2C3)CC1 (configuration not stated)	-0.3	-3	-5	104	0	2	8	-8	-7	-5
CCC(C)Nc1nc(-c2cccc(OC)c2O)nc2ccccc12 (configuration not stated)	0.6	18	-1	114	-5	-3	59*	-6	28	-40
Cc1ccc(N2C(=O)N(CC(=O)Nc3ccc(C)cc3C)C(=O)C2C)cc1 (configuration not stated)	2.0	4	-12	97	-3	-1	1	8	-11	7
O=S(=O)(c1cnc(Cl)c(Br)c1)N1CCCCCC1	-0.6	17	7	102	-8	-3	1	-6	7	-2
CC(=O)Oc1ccc2ccc(=O)oc2c1	-0.1	11	-14	101	-5	2	7	-13	-6	-4
Cc1cc(C)cc(OCCn2nnc3ccccc32)c1	-0.1	7	0	99	-6	1	3	-3	-24	-5
CC(=O)c1ccc(OCc2c(-c3ccccc3)nnn2CC(=O)NS(=O)(=O)c2ccccc2C)cc1	-1.3	-1	-10	85	·	3	-7	-6	-3	7
S=c1[nH]c(-c2ccccc2)cn1/N=C/c1cccc2ccccc12	-0.2	29*	-12	97	2	2	-4	1	-22	-13
COc1ccc2[nH]c3c(c2c1)CCN1C(=O)N([C@@H](C)C(=O)NCc2ccccc2OC)C(=O)[C@]31C	-0.1	4	-5	99	8	-1	-3	-10	-4	-3
CCn1cnc2c1c(=O)n(Cc1ccc(C(=O)OC)cc1)c(=O)n2Cc1ccccc1	-1.9	0	4	95	-2	2	-2	-3	-18	-5
O=C(NCCc1ccccc1)c1cc(S(=O)(=O)N2CCCC2)ccc1F	-1.6	2	4	100	3	0	0	-10	-25	-7
COC(=O)c1cc(S(=O)(=O)NCc2cccs2)c[nH]1	-1.0	7	-10	105	-4	0	-6	-2	-6	-1
Cc1cccc(C(=O)N2CCCC(N3CCN(c4cccc(Cl)c4)CC3)C2)n1 (configuration not stated)	-2.4	-1	0	99	-7	3	-3	-12	4	0
CCCn1cc(S(=O)(=O)c2ccc(C)cc2)c(=O)c2cc(OC)c(OC)cc21	-1.7	0	-1	99	14	1	4	-2	9	5
O=C(Nc1ccc(F)cc1F)C1CCCN1S(=O)(=O)c1cccc2nsnc12 (configuration not stated)	-3.7	4	-7	101	7	-1	7	3	9	0
COc1cccc(-n2ccnc2SCC(=O)N2CCCc3ccccc32)c1	-1.8	2	1	99	0	-2	-3	6	9	9
Cc1[nH]c2ccccc2c1C(=O)COC(=O)c1c(-c2ccccc2Cl)noc1C	2.0	-13	9	95	5	0	1	-8	-9	-7
O=C(c1ccco1)N(Cc1ccco1)c1ccc(O)cc1	-2.4	-3	-1	112	-2	-1	-4	0	-5	10
C=C(C)Cn1c(N2CCC(Cc3ccccc3)CC2)nc2c1c(=O)[nH]c(=O)n2C	3.2	-2	2	95	5	4	3	3	2	2
COc1cc(/C=C2\SC(=O)N(CC(=O)Nc3ccc(C)cc3)C2=O)cc(Cl)c1OCC(=O)O	-1.1	22	-6	98	3	-2	2	-6	2	3
Clc1ccc(-c2nc(CSc3ccccn3)cs2)cc1	0.4	0	-3	101	9	-2	-2	1	-25	-10
CCNC(=S)NNC(=S)NCc1ccccc1	-1.4	10	-16	94	0	0	-2	10	-14	-3

An excerpt of these results, with two lines to a compound:
Every second line gives: MC4R ag barr	MC4R antagonist	ABHD5-PLIN5 inh	ABCB6 inh 2	TLR9-MyD88 inh	Glyco luc inh	HTR2A ag	NOD2-RIPK2 inh	SRC2 inh	H9c2 protect
- C=C(C)Cn1c(N2CCC(Cc3ccccc3)CC2)nc2c1c(=O)[nH]c(=O)n2C
 : 3.2	-2	2	95	5	4	3	3	2	2
- Cc1cccc(C(=O)N2CCCC(N3CCN(c4cccc(Cl)c4)CC3)C2)n1 (configuration not stated)
 : -2.4	-1	0	99	-7	3	-3	-12	4	0
- COC(=O)c1cc(S(=O)(=O)NCc2cccs2)c[nH]1
 : -1.0	7	-10	105	-4	0	-6	-2	-6	-1

(cont.)
SMILES	MC4R ag barr	MC4R antagonist	ABHD5-PLIN5 inh	ABCB6 inh 2	TLR9-MyD88 inh	Glyco luc inh	HTR2A ag	NOD2-RIPK2 inh	SRC2 inh	H9c2 protect
O=C(O)/C=C/C(=O)Nc1ccc(SC(F)(F)C(F)(F)C(F)(F)F)cc1	-1.6	4	0	90	3	1	3	-9	1	8
OC(Cc1ccccc1)c1ncc(-c2ccc(Cl)cc2)[nH]1 (configuration not stated)	-0.5	-5	-9	100	·	9	-1	-4	-15	-1
O=C(Cc1cccs1)Nc1ccc(-c2nnc(-c3ccccc3)o2)cc1	0.4	4	5	117	-9	0	-1	-9	-19	-2
Cc1cc(C)n2nc(SC(C)C(=O)N3CC(C)OC(C)C3)nc2n1 (configuration not stated)	-0.1	6	5	101	3	1	7	-9	0	0
CCN(c1ccccc1)S(=O)(=O)c1cc(NC(=O)Nc2ccccc2C#N)ccc1Cl	0.3	8	-3	98	9	-1	-3	1	4	-4
CC1(c2nnc(Cc3ccccc3)o2)CC(c2ccncc2)=NO1 (configuration not stated)	1.2	12	-8	104	2	2	-1	11	8	1
O=C(OCC(=O)N1CCOCC1)c1ccccc1Cc1ccccc1	1.6	8	-1	103	-8	-6	-1	4	-7	-5
COc1ccc(COC(=O)c2ccc(Cl)c(S(=O)(=O)N3CCOCC3)c2)cc1F	-1.5	14	-3	97	9	-4	1	1	10	-1
CCOC(=O)c1ccc(NC(=O)COc2ccccc2OC)cc1	-1.3	3	-6	99	-12	0	3	-2	-15	2
Oc1ccc(-c2nc3ccccn3c2NCc2ccco2)cc1	1.6	-5	3	102	-3	4	7	-14	3	6
COc1ccc(-c2nnc(SCC(=O)N3CCOCC3)o2)cc1OC	-0.2	19	-3	101	-14	1	-3	-13	6	-6
O=C(NC1CC1)C1=C[C@H](C2CCCCC2)C[C@H](OCc2ccc(CO)cc2)O1	-1.7	0	4	94	-7	1	-1	2	-23	4
CCn1nc(NS(=O)(=O)c2ccc([N+](=O)[O-])cc2)c2cc3ccc(C)cc3nc21	-5.2	0	-12	99	-4	0	6	-4	39	-5
Cc1ccc(S(=O)(=O)CCC(=O)Nc2ccccc2C)cc1	-0.1	24	8	103	-9	-2	5	-1	-11	-1
Cc1ccc(-n2c(O)c(C=Nc3ccc(S(=O)(=O)Nc4ncccn4)cc3)c3ccccc3c2=O)cc1C	-0.6	16	0	97	-8	-4	3	-5	18	-4
CC(C)N(CC#CCC(O)(c1ccccc1)C1CCCC1)CCO (configuration not stated)	0.2	20	8	94	-8	1	-1	0	-6	-9
COc1ccc(N(C(=O)c2ccco2)S(=O)(=O)c2ccccc2)cc1	-1.1	4	-3	97	8	0	-7	-16	-18	22
O=C(/C=C/c1cccc([N+](=O)[O-])c1)c1ccc([N+](=O)[O-])o1	-3.4	30*	72*	105	8	-21	1	5	-49	-23
CCCC(=O)N(Cc1cc2cc(C)ccc2[nH]c1=O)c1ccccc1OC	-2.1	2	0	91	-3	-3	5	-1	-25	0
CCOc1cc(S(=O)(=O)NC2CCCC2)ccc1Cl	3.0	12	-1	105	6	-1	5	2	8	-17
COc1cc(CN2C[C@@H](CO)O[C@@H](n3cnc4c(N(C)C(C)C)ncnc43)C2)cc(OC)c1OC	-0.1	-3	0	94	·	2	-1	11	-19	1
CCOc1ccc(NC(=O)CSc2nc3ccccc3nc2N2CCOCC2)cc1	-0.9	3	3	99	-5	-1	4	1	-6	-10
COc1cccc(-c2cc(C(=O)Nn3cnnc3)c3ccccc3n2)c1	-0.9	-1	2	97	-4	0	-6	-6	-5	-18
O=C(NCCN1CCOCC1)c1ccc2c(c1)N(Cc1ccccc1F)C(=O)CS2	-2.6	2	4	103	4	-2	-7	-1	-18	13
O=C(C1CCC1)N1CCc2cc(S(=O)(=O)NCCN3CCN(c4ccccc4F)CC3)ccc21	-0.9	0	1	96	6	-1	15*	1	-6	-28
O=C(COC(=O)c1ccccc1)c1ccc(Br)cc1	4.1	4	-1	101	5	0	-6	-7	-41	-13
CC(=O)Oc1ccc(N(C(C)=O)S(=O)(=O)c2ccc(C)c([N+](=O)[O-])c2)cc1	-1.2	10	-1	96	3	-3	-1	-2	-5	-3
CC1(C)CC(=O)C(CC2CCCCC2=O)C(=O)C1 (configuration not stated)	-0.1	11	-3	105	6	-1	7	-7	-45	-6
Oc1cc2c(cc1CN1CCc3ccccc3C1)OCO2	-2.8	-2	0	90	-9	-3	2	-6	-12	11
Cc1ccc(C(=O)COC(=O)CCc2nc3ccccc3[nH]c2=O)cc1C	0.3	-4	1	91	-2	0	-5	-13	11	-7
CC(=O)Nc1ccc(S(=O)(=O)/N=C2\SCCN2S(=O)(=O)c2ccc(NC(C)=O)cc2)cc1	-1.4	-4	3	96	8	-2	-2	1	16	13
CN(C)S(=O)(=O)c1cccc(NC(=O)c2cc(-c3cccs3)nc3ccccc23)c1	-1.7	-3	9	94	-12	-2	-3	-2	14	12
CC(=O)NC(C)C(=O)OCC(=O)c1ccc(-c2ccccc2)cc1 (configuration not stated)	0.3	2	-1	102	-2	3	0	2	-22	-7
COc1ccc(C(C)NC(=O)c2ccccc2Cl)cc1OC (configuration not stated)	-4.7	3	-12	99	-2	1	-5	0	7	0
COc1ccccc1-n1c(C)nc2cc(C(=O)NCCN3CCOCC3)ccc21	3.1	-5	2	105	7	0	-6	-11	-16	14
O=C(c1ccc(Cn2c(=O)[nH]c3ccsc3c2=O)cc1)N1CCN(c2ccccc2)CC1	-1.7	4	2	101	5	-1	-3	1	9	9
C[C@@H]1CN([C@H](C)CO)C(=O)c2cc(NC(=O)Nc3ccc(C(F)(F)F)cc3)ccc2O[C@H]1CN(C)S(=O)(=O)c1cccs1	0.8	1	-18	98	3	-9	-5	-4	32	-3
COc1ccc(-c2cc(=O)oc3cc(OCC(=O)N4C[C@H]5C[C@@H](C4)c4cccc(=O)n4C5)ccc23)cc1	-0.6	-2	2	97	-12	1	-1	-11	-15	1
COc1cccc(CN(C(=O)COc2ccccc2[N+](=O)[O-])C2CCS(=O)(=O)C2)c1 (configuration not stated)	2.2	7	1	106	3	-2	6	6	·	-3

Screening results (PubChem BioAssay)
